Screening data as filed in PubChem.
CHT inh – inhibits the human high affinity choline transporter; Q9GZV3; CHT-expressing cells, membrane potential dye, choline response; hits give low values; B-score at 10 µM; hit rate 0.86% among 310,000; AID 488975;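 active = B-score over 3 SD under the library average, and starting fluorescence ratio not unusually high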;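 also: choline stimulus applied at its EC90 after an EC20 pre-addition; B-score computed on integrated fluorescence ratio after choline addition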
Target sequence (Q9GZV3 whole entry, looked up): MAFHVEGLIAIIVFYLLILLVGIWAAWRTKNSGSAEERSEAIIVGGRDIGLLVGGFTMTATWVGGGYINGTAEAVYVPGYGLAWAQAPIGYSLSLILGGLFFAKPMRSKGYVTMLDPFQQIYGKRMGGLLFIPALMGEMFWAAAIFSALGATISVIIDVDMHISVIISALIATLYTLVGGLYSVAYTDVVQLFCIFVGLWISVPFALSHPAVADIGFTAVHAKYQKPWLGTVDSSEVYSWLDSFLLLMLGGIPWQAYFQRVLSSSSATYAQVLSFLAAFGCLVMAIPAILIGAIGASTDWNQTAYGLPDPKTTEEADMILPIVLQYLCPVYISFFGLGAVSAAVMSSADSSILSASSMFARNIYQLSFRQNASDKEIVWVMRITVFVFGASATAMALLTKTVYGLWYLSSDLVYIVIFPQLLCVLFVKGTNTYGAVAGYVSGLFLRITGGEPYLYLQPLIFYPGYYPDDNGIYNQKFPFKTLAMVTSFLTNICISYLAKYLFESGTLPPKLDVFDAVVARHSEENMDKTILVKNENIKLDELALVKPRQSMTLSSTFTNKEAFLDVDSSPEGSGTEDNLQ
CHT PAM – human CHT allosteric activation; hit rate 0.49% among 310,000; CHT-expressing cells, membrane potential dye, choline EC20; hits give high values; LV-AA mutant CHT in HEK293 cells; Q9GZV3; B-score at 10 µM; AID 488977;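 active = initial fluorescence not abnormally high and integrated response B-score, plate-corrected, over 3 SD above library mean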
STK33 inh – human STK33 kinase inhibition; purified STK33, MBP phosphorylation, ADP-Glo luminescence; AID 2661; Q9BYT3; inhibition, % at 10 µM; hit rate 0.073% among 320,000;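 active = inhibition at or above 25%, using the most active replicate where run in duplicate; inactive = inhibition below 25%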
Target sequence (Q9BYT3 whole entry, looked up): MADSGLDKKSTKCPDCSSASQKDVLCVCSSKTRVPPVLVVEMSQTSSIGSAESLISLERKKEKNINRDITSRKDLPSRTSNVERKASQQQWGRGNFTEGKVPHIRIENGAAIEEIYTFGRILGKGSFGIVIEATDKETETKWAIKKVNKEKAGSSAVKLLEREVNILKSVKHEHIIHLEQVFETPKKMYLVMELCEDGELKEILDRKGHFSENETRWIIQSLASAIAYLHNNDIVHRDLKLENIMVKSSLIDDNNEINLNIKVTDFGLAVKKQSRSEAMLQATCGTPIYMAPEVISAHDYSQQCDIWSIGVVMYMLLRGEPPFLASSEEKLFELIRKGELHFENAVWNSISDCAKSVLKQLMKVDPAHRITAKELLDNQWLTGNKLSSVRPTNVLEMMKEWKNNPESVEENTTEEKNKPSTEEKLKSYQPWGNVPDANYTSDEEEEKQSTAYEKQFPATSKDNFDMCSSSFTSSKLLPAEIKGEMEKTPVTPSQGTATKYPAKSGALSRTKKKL
An asterisk follows results filed as active; i = inactive; . = no result given; & = joins results of further samples.

The line under a structure holds: CHT inh | CHT PAM | STK33 inh
> CC(C)c1nnc(N2C(=O)c3oc4ccccc4c(=O)c3C2c2ccco2)s1 (stereo not given)
    i | i | -1.2
> CC(C)Oc1ccc(S(=O)(=O)N2CCOCC2)cc1NC(=O)C1CSC2(C)CCC(=O)N12 (stereo not given)
    i | i | -0.2
> NC(=O)c1ccc[n+](CC(=O)c2ccccc2)c1
    i | i | 0.5
> NC(=O)C1CCN(C(=O)COc2cccc3ccccc23)CC1
    i | i | -1.3
> COc1ccc(S(=O)(=O)N(C)c2ccc(C(=O)NCc3ccccn3)cc2)cc1
    i | i | 0.7
> COC(=O)c1c(C)[nH]c(C)c1-c1ccc([N+](=O)[O-])cc1
    i | i | 0.3
> CCn1nnnc1SCC(=O)N1CCCCC1
    i | i | .
> COc1ccc(-n2c(Cn3nnc4ccccc43)nnc2SCC(=O)O)cc1
    i | i | -0.4
> CCOC(=O)c1[nH]c2ccc(C)cc2c1N
    i | i | -1.7
> CCC(=O)OCC(=O)c1cc(C)n(-c2ccc(Br)cc2)c1C
    i | i | -1.5
> CCC(CC)C(=O)NCCc1cc2ccc(C)cc2[nH]c1=O
    i | i | 10
> COc1ccc(CCNC(=O)CCCOc2cccc(C)c2C)cc1OC
    i | i | -1.6
> Cc1cc(=O)[nH]c(/N=C(\N)Nc2ccc(SC(F)F)cc2)n1
    i | i | 0.2
> Cc1cc(C)c2sc(N(CCCN(C)C)C(=O)c3ccc(Br)s3)nc2c1
    i | i | -1.1
> COC(=O)c1ccc(COc2ccc(/C=N/Nc3nc(C)cc(=O)[nH]3)cc2)cc1
    i | i | -1.9

The list goes on:
The line under a structure holds: CHT inh | CHT PAM | STK33 inh
> CCOC(=O)c1cc(C(C)(C)C)oc1CNC(=O)c1c(C)oc2c1CCCC2
    i | i | -0.9
> CC(=O)Nc1ccc(S(=O)(=O)NCc2nc(-c3ccccc3Cl)no2)cc1
    i | i | 0.0
> Cc1c(C(=O)OCC(=O)c2c(N)n(CC(C)C)c(=O)n(C)c2=O)oc2ccccc12
    i | i | 0.4
> CCCCS(=O)(=O)c1sc2nc3c(cc2c1N)CCCC3
    i | i | -2.1
> Cc1ccc(C(=S)NCS(=O)(=O)c2ccc(C)cc2)cc1
    i | i | 0.7
> Cc1ccc2[nH]cc(CCNC(=O)c3ccco3)c2c1
    i | i | 0.2
> Cc1ccc2nc3c(cc(C(=O)NCC4CCCO4)c(=N)n3CCCOC(C)C)c(=O)n2c1 (stereo not given)
    i | i | .
> CN(C)CCOC(=O)C1(c2ccccc2)CCOCC1
    i | i | -1.3&-1.8
> CCC(CC)c1nnc(NC(=O)C2=NNC(=O)CC2)s1
    i | i | -0.9
> CC(=O)Nc1ccc(OS(=O)(=O)c2ccc([N+](=O)[O-])cc2)cc1
    i | i | -0.1
> N#Cc1ccc(/C=C/C(=O)c2cccnc2)cc1
    i | i | 0.5
> Cc1c(O)ccc2c(CC(=O)N[C@@H](Cc3ccccc3)C(=O)O)cc(=O)oc12
    i | i | -0.6
> CCOCCCn1c(SCC(=O)NC2CCCC2)nc2ccccc2c1=O
    i | i | 0.5
> COCCCNC(=O)C1CCC(CNS(=O)(=O)c2ccc(OC)cc2)CC1 (stereo not given)
    i | i | 0.2
> Cc1ccc(C2(C)NC(=O)N(CC(=O)Nc3ccc(Cl)c(S(=O)(=O)N4CCCCC4)c3)C2=O)cc1 (stereo not given)
    i | i | -1.3

Single records, from the list above.
`CCC(CC)c1nnc(NC(=O)C2=NNC(=O)CC2)s1` is listed with CHT inh = i; CHT PAM = i; STK33 inh = -0.9
`CN(C)CCOC(=O)C1(c2ccccc2)CCOCC1` is listed with CHT inh = i; CHT PAM = i; STK33 inh = -1.3&-1.8
`Cc1c(C(=O)OCC(=O)c2c(N)n(CC(C)C)c(=O)n(C)c2=O)oc2ccccc12` is listed with CHT inh = i; CHT PAM = i; STK33 inh = 0.4

New compounds follow:
The line under a structure holds: CHT inh | CHT PAM | STK33 inh
> O=C(O)c1cnn(-c2ccccc2)c1-n1cccc1
    i | i | 0.4
> CCCCCn1c(=O)[nH]c2cc(C(=O)NCCCN(C)Cc3ccccc3)ccc2c1=O
    i | i | 0.3
> COc1cccc(-c2c(C(=O)N/N=C/c3sccc3C)nnn2-c2nonc2N)c1
    i | i | -2.3
> COC(C(=O)NCc1ccccc1C)c1ccccc1 (stereo not given)
    i | i | -0.9
> Cc1ccc(NC(=O)/C(=C/c2ccc([N+](=O)[O-])cc2)NC(=O)c2ccccc2)cc1
    i | i | -0.5
> Cc1nc(-c2ccccc2)cc(N2CCCC2)n1
    i | i | -0.1
> Cc1ccc(C(=O)OC(C)C(=O)c2cc(C)c(C)cc2C)o1 (stereo not given)
    i | i | -0.2
> O=C(c1ccc(Br)cc1)c1cc(-c2ccccn2)c(N2CCOCC2)s1
    i | i | -3.5
> CCn1c(COc2ccccc2OC)nc2ccccc21
    i | i | -0.7
> COc1ccc(/C=N/Nc2nc(N3CCCC3)nc(N3CCCC3)n2)cc1
    i | i | -0.6
> CNC(=O)c1nn(-c2ccc(Cl)cc2)ccc1=O
    i | i | -0.9
> COc1ccc(N2CCN(C3CC(=O)N(Cc4ccccc4)C3=O)CC2)cc1 (stereo not given)
    i | i | -0.1
> CC(=O)Nc1ccc(OCc2cccc3ccccc23)cc1
    i | i | 1.2
> Cn1c(=O)c2c(ncn2CC(COCc2ccccc2Cl)OCc2ccccc2Cl)n(C)c1=O (stereo not given)
    i | i | -0.1
> COc1ccc(-n2cc(C(=O)c3ccc4ccccc4c3O)cn2)cc1
    i | i | -0.8

The listing continues.
The line under a structure holds: CHT inh | CHT PAM | STK33 inh
> CCN(CC)C(=O)C1CCCN(C(=O)c2cc(COc3cccc(OC)c3)on2)C1 (stereo not given)
    i | i | -1.7
> CC(C)(C)OC(=O)N1CCC[C@H]1C(=O)Nc1ccc(S(=O)(=O)C(F)F)cc1
    i | i | 1.5
> CCOc1ccc(/C(O)=C2/C(=O)C(=O)N(CC3CCCO3)C2c2cccs2)cc1 (stereo not given)
    i | i | -0.3
> CCOc1ccccc1NC(=O)NC1CCCCCCC1
    i | i | -0.9
> CSc1nc2[nH]ncc2c(=O)n1-c1ccccc1
    i | i | -2.0
> O=C(NN=C1CCCC1)c1ccccc1OCc1ccc(Cl)cc1
    i | 10* | -0.6
> O=C(OCC#Cc1c(COC(=O)c2ccccc2)nnn1Cc1ccccc1)c1ccccc1
    i | i | -1.5
> CCCCN(CCCC)S(=O)(=O)c1ccc(NS(=O)(=O)c2ccc(NC(C)=O)cc2)cc1
    i | i | -0.6
> Cc1ccc(S(=O)(=O)NC(=O)Nc2cc(C)ccc2F)cc1
    i | i | -0.4
> COc1cc(/C=N/NC(=O)CNC(=O)c2ccc3c(c2)OCCO3)ccc1O
    i | i | 0.1
> CS(=O)(=O)c1ccc2c(c1)sc1nc(=O)c(/C=C3/C=CC(=O)C(O)=C3)c(N)n12
    i | i | 1.7
> Cc1ccc(/C=N/n2nnnc2N)o1
    i | i | -2.4
> O=C(COc1ccc([N+](=O)[O-])cc1)Nc1ccccc1N1CCCC1
    i | i | 6.3
> O=C(Nc1ccccc1-c1nc2ccccc2s1)c1cccnc1Cl
    i | i | -0.2
> C/C(=N\NC(=O)CSc1nc(C)[nH]c1[N+](=O)[O-])c1ccc(F)cc1
    i | i | -0.5

(more compounds)
The line under a structure holds: CHT inh | CHT PAM | STK33 inh
> COc1cc(C2NC(=O)c3ccccc3O2)ccc1OC(C)C (stereo not given)
    i | i | -1.2
> O=C(COc1cccc2ccccc12)N/N=C/c1ccncc1
    i | i | 0.6
> COC(=O)c1scc(S(=O)(=O)C(C)(C)C)c1-n1cccc1
    i | i | -2.2
> O=C(N/N=C/c1coc2ccc(Cl)cc2c1=O)c1ccc(O)cc1
    i | i | -0.2
> O=C(c1ccco1)N(Cc1ccco1)c1ccc(O)cc1
    i | i | -0.8
> COc1ccc2oc(C(=O)OCC(=O)N3CCN(S(=O)(=O)c4ccccc4)CC3)c(C)c2c1
    i | i | -1.0
> CCOc1nc(C)ccc1-c1noc(-c2ccccc2OC)n1
    i | i | -4.5
> O=[N+]([O-])c1cc(Cl)ccc1NCCNc1ncc(C(F)(F)F)cc1Cl
    i | i | -0.8
> CN(C(=O)Nc1cccc(C(F)(F)F)c1)C1CCCCC1
    i | i | -0.1
> CC(C)NC(=O)[C@H](CSCc1ccccc1)N1Cc2ccccc2C1=O
    i | i | -0.5
> O=C(CC(=O)N/N=C\c1ccccc1)NCCc1ccccc1
    i | i | -0.8
> CCOC(=O)/C(=N/Nc1ccc(Cl)cc1)S(=O)(=O)c1ccc(Cl)cc1
    i | i | 8.5
> Cc1cccc(-c2nnc3n2N=C(c2ccc(Br)cc2)CS3)c1
    i | i | -1.0
> N#Cc1ccc(Oc2ccc(NC(=O)C3CC=CCC3C(=O)O)cc2)cc1 (stereo not given)
    i | i | -1.1
> Cc1ccc(S(=O)(=O)N(CC(=O)NC2CC2)c2ccc(C)c(Cl)c2)cc1
    i | i | -3.2

Further entries follow:
The line under a structure holds: CHT inh | CHT PAM | STK33 inh
> Cc1ccc(O)c(NC(=O)/C=C/C(=O)O)c1
    i | i | 0.9
> O=C(C1CCCN(Cc2ccccc2F)C1)N1CCCCC1 (stereo not given)
    i | i | -1.0
> CSc1ncccc1C(=O)NNc1cc(Cl)ccc1Cl
    i | i | -2.0
> Cc1cc(/C=C2\SC(=S)N(Cc3ccco3)C2=O)c(C)n1-c1ccccc1
    i | i | -1.6
> N#CCCN(Cc1cccs1)C(=O)c1ccc(Cl)cc1
    i | i | 0.0
> Cc1[nH]c2ccccc2c1C(=O)C(=O)NCCOc1ccccc1
    i | i | 1.3
> O=C(CSc1nnc(-c2ccccc2F)o1)N1CCCC1
    i | i | -0.1
> O=C(CN1C(=O)S/C(=C\c2ccc(F)cc2)C1=O)NCCCn1ccnc1
    i | i | 0.9
> Nc1nc(-c2ccc(F)cc2)cs1
    i | i | -0.4
> O=C(NCc1cccnc1)C(=O)NCC(c1ccco1)N1CCN(c2ccccc2)CC1 (stereo not given)
    i | i | 0.1
> O=C(CSc1nc2ccccc2[nH]1)N/N=C/c1ccncc1
    i | i | -0.7
> COc1cc(C(=O)NCCNC(=O)C2CCCNC2=O)cc(OC)c1OC (stereo not given)
    i | i | -1.3
> COc1ccc(N2CCN(C(=O)CCc3nnc4ccc(N5CCC(C)CC5)nn34)CC2)cc1
    i | i | -1.1
> O=C(O)c1cccc(-c2ccc(/C=N/Nc3nn[nH]n3)o2)c1
    i | i | .
> CCOn1c(=O)c(-c2ccc(F)cc2)[n+]([O-])c2ccccc21
    i | i | -1.4

Results in CHT PAM and CHT inh, for 5 of the compounds above:
| Structure | CHT PAM | CHT inh |
| --- | --- | --- |
| Nc1nc(-c2ccc(F)cc2)cs1 | i | i |
| O=C(CN1C(=O)S/C(=C\c2ccc(F)cc2)C1=O)NCCCn1ccnc1 | i | i |
| Cc1ccc(O)c(NC(=O)/C=C/C(=O)O)c1 | i | i |
| O=C(CSc1nnc(-c2ccccc2F)o1)N1CCCC1 | i | i |
| COc1cc(C(=O)NCCNC(=O)C2CCCNC2=O)cc(OC)c1OC (stereo not given) | i | i |

(list continues)
The line under a structure holds: CHT inh | CHT PAM | STK33 inh
> Cn1c(CN2CCN(c3ccc(Cl)cc3)CC2)nc2ccccc21
    i | i | -1.4
> CCOC(=O)C(C)n1cnc2c(nnn2-c2cccc(OC)c2)c1=O (stereo not given)
    i | i | -0.3
> CCCn1c(=N)c(S(=O)(=O)c2ccc(F)cc2)cc2c(=O)n3ccccc3nc21
    i | i | 0.9
> CC1Oc2ccccc2N(CC(=O)NCc2ccc3c(c2)OCO3)C1=O (stereo not given)
    i | i | -1.0
> Cc1nc2ccccc2c(=O)n1/N=C/c1ccccc1O
    i | i | -0.4
> COc1ccccc1N1CCN(CC(=O)Nc2c(C)n[nH]c2C)CC1
    i | i | -0.4
> CC1(C)Cc2ccccc2-c2nnc(SCC(=O)Nc3ccc4c(c3)OCO4)n21
    i | i | 0.4
> COc1ccc(CCNc2oc(COc3ccccc3F)nc2C#N)cc1
    i | i | -0.9
> O=C1Oc2ccccc2C(=O)/C1=C/N1CCN(c2ccccc2F)CC1
    i | i | 4.7
> COc1cc2[nH]c(=S)n(Cc3ccco3)c(=O)c2cc1OC
    i | i | 6.3
> NC(=O)CSCc1c(Cl)cccc1Cl
    i | i | -2.0
> O=C(NNc1nc2c(F)cccc2s1)C1COc2ccccc2O1 (stereo not given)
    i | i | -0.3
> CC[C@@]12C(=O)N(c3cccc(Br)c3)C(=O)N1[C@H](c1ccc(OC)cc1)[C@@H]1C(=O)N(C(C)(C)C)C(=O)[C@@H]12
    i | i | -0.2
> Cc1ccc(S(=O)(=O)N2CCCCC2)cc1NC(=O)Cn1cnnn1
    i | i | -0.9
> COc1cc(/C=N\Nc2nc(-c3cccs3)c(NC(C)=O)s2)ccc1O
    i | i | 1.8

Further results:
The line under a structure holds: CHT inh | CHT PAM | STK33 inh
> COc1ccc(OCc2nc(N)nc(Nc3ccccc3)n2)cc1
    i | i | 0.1
> COC(=O)c1ccccc1NC(=O)c1cccc(NC(=O)c2ccc(Br)o2)c1C
    i | i | 1.4
> CCCCc1ccc(NC(=S)NCCc2ccc(S(N)(=O)=O)cc2)cc1
    i | i | -0.2
> CCOC(=O)C1=C(O)/C(=C/c2ccc(OCC(=O)O)c(OC)c2)SC1=Nc1ccc(OC)cc1
    i | i | -1.9
> CC(=O)N1CCSc2ccc(S(=O)(=O)NCCc3ccc(C)cc3)cc21
    i | i | -2.1
> CC(=O)NCCNC(=O)[C@H](Cc1ccccc1)NC(=O)c1cccs1
    i | i | -3.2

No enrichment for hits; 1.5% or so of the library scored in one or more.
